Screening data from PubChem.
bIAP act: bovine intestinal alkaline phosphatase activators, primary screen, biochemical, bovine IAP, CDP-star luminescence; alkaline phosphatase, intestinal [Bos taurus]; purified bovine IAP, 30 min; stronger effect = higher value; fold of DMSO-control signal, blank-subtracted; activation factor at 20 µM; actives 0.17% (n = 200,000);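 active means activation factor of 2 or more at 20 µM, a signal rise over negative controls twice the positive control's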
TNAP inh no acc: human TNAP enzyme inhibitors, primary screen, biochemical, luminescent, no phosphate acceptor, uHTS; actives 0.26% (n = 200,000); inhibition, % at 20 µM; AID 1012, 2008; purified TNAP, CDP-star luminescence, 30 min; Alkaline phosphatase, tissue-nonspecific isozyme (Homo sapiens), P05186;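 active means tissue-nonspecific alkaline phosphatase inhibition above about 50% at 20 µM in the single-dose screen, limit read from the data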;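 further: 0% = DMSO negative control and 100% = EDTA positive control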
Target sequence (P05186 whole entry, looked up): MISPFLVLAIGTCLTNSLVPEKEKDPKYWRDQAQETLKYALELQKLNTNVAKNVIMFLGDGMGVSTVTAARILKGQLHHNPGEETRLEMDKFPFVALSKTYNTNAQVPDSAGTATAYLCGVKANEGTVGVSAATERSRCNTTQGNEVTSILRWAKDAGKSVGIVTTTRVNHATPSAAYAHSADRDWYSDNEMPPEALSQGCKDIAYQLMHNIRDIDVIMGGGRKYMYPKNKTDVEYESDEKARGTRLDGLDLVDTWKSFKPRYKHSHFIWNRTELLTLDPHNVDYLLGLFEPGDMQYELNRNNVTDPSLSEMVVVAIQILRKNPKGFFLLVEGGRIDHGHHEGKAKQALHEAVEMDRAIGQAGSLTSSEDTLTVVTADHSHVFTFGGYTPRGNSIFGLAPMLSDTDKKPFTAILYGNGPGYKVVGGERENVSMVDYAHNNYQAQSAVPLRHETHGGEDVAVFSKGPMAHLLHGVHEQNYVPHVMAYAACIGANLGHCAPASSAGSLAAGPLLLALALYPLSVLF
PPARg SRC-3 ag: PPARgamma agonists recruiting SRC-3 coactivator, primary screen, biochemical | Peroxisome proliferator-activated receptor gamma (Homo sapiens), P37231 | biochemical PPARgamma/SRC-3 coactivator recruitment assay | actives 0.26% (n = 200,000) | activation, % at 8 µM; in the data active means activation above about 23%;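 further: 0% = DMSO and 100% = reference agonist; some compounds past the cut are filed as inactive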
Target sequence (P37231 whole entry, looked up): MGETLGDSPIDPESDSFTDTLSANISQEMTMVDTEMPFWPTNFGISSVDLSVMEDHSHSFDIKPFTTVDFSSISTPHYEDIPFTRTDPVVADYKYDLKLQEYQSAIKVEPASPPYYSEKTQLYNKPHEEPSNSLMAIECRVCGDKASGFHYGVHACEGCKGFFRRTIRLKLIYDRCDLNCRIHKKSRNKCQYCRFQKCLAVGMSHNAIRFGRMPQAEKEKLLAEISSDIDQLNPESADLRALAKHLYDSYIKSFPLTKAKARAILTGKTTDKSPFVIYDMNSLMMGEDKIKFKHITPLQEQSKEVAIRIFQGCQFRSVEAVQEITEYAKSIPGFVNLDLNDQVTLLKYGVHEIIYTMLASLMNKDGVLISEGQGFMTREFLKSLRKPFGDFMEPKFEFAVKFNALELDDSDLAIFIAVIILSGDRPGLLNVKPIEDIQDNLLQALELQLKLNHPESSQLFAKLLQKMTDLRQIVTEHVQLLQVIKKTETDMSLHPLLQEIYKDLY
PPARg SRC-2 ag: agonists of PPARg-SRC-2 recruitment, primary screen, biochemical, HTS; actives 0.34% (n = 200,000); activation, % at 8 µM; PPARgamma LBD-SRC-2 recruitment; AID 1032, 2008; in the data active means activation above about 22%;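 further: 0% = vehicle and 100% = reference agonist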
PPARg SRC1 recr: PPARgamma agonists recruiting SRC-1 coactivator, primary screen, biochemical; PPARgamma-SRC-1 coactivator recruitment biochemical assay; actives 0.41% (n = 200,000); activation, % at 8 µM; in the data active means activation above about 19%;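 further: 0% = DMSO and 100% = reference agonist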
TNAP inh hi DEA: human TNAP enzyme inhibitors, primary screen, biochemical, luminescent, high phosphate acceptor level, uHTS; inhibition, % at 20 µM; actives 0.03% (n = 200,000); purified TNAP, CDP-star luminescence, 1 M DEA;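 active means over 50% inhibition of tissue-nonspecific alkaline phosphatase at 20 µM in the single-dose screen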;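 further: plate controls were DMSO wells for no effect and EDTA-quenched wells as full inhibition for full effect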
bIAP inh: bovine intestinal alkaline phosphatase inhibitors, primary screen, selectivity assay for TNAP inhibitor project, biochemical, bovine IAP, CDP-star luminescence | alkaline phosphatase, intestinal [Bos taurus] | purified bovine IAP, 30 min | inhibition, % at 20 µM | 190,000 tested, under 10 active;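 active means over 50% inhibition of intestinal alkaline phosphatase at 20 µM in the single-dose screen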
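Assay system: bovine IAP enzyme; medium: DEA buffer 100 mM, pH 9.8, with MgCl2 1.0 mM, ZnCl2 0.02 mM; doses: 20 µM single dose; incubation: enzyme reaction for 30 min at room temperature; detection: CDP-star luminescence signal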
HMGR II inh: inhibitors of E. faecalis class II HMGR, primary screen, biochemical, Enterococcus faecalis | HMG-CoA reductase (Enterococcus faecalis, mvaE) | purified E. faecalis HMGR, NADPH absorbance 340 nm kinetic | inhibition, % at 10 µM | actives 0.41% (n = 190,000) | AID 1066, 2008;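 active means inhibition above a set limit, the median over all tested compounds plus 3 SD, cut at about 9.5% in these data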;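 further: enzyme runs in reverse so mevalonate oxidation gives rising NADPH absorbance; 0% = complete reaction with DMSO and 100% = background rate lacking mevalonate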
SRC2 TRFRET art: TR-FRET signal artefacts, primary screen, artefact control for PPARgamma SRC-2 agonist project, biochemical; TR-FRET artefact counter-screen; stronger effect = higher value; TR-FRET ratio at 8 µM; actives 0.4% (n = 200,000); AID 1049, 2008; in the data active means TR-FRET ratio above about 2000; further: inactives centre near 1500
TNAP act hi DEA: TNAP activators at high phosphate acceptor level, primary screen, biochemical, luminescence, uHTS; Alkaline phosphatase, tissue-nonspecific isozyme (Homo sapiens), P05186; purified TNAP, CDP-star luminescence, 1 M DEA, 30 min; stronger effect = higher value; 0 = EDTA background, 1 = DMSO-only activity; activation factor at 20 µM; 200,000 tested, under 10 active;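 active means activation factor at least 2 at 20 µM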
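system = human TNAP | amount = enzyme diluted 1/800 final | reagent = 100 µM CDP-star substrate | signal = luminescent substrate turnover signal | dosing = one dose, 20 µM | benchmarks = EDTA negative control, DMSO positive control | measure = activation factor | timing = 30 min reaction, room temperature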
The depositor's hits bear a star; nt = not tested or not shown.

SMILES	bIAP act	TNAP inh no acc	PPARg SRC-3 ag	PPARg SRC-2 ag	PPARg SRC1 recr	TNAP inh hi DEA	bIAP inh	HMGR II inh	SRC2 TRFRET art	TNAP act hi DEA
CCOc1c2ccc(C(=O)NCc3ccc(C)cc3)cc2nn1CCOC	0.9	-10	0	12	-1	-6	7	-5	1556	1.1
Cc1nc2ncccn2c1-c1csc(Nc2ccccc2)n1	1	-14	2	5	2	1	-2	-3	1514	1
Nc1c(C(=O)NCc2ccccc2)c2nc3ccccc3nc2n1CCCN1CCOCC1	0.8	-12	1	8	7	0	16	0	1696	1
Cc1ccccc1NC(=O)c1cccc(S(C)(=O)=O)c1	1	-15	1	3	7	-5	5	9	1602	1.1
COc1nc(-c2ccccc2)ccc1-c1noc(C)n1	1	-8	-10	-4	2	-2	0	-3	1613	1
COC(=O)c1ccc(CSc2nc3ccccc3c(=O)n2CC(C)C)o1	0.9	-11	12	6	16	-2	6	2	1458	1
CC(C)c1ccc(NC(=O)N2CCCC2C(=O)Nc2ccc(-n3cnnn3)cc2)cc1 (stereo not given)	1.1	-10	-4	-7	-2	-6	-9	-10	1484	1.1
CN1CCN(c2ccc([N+](=O)[O-])cc2C(=O)c2ccccc2)CC1	1	24	0	-2	4	8	-3	-3	1720	0.9
Cc1cc(NC(=O)CSC2=NCCS2)no1	1.1	0	1	1	2	-4	-8	-1	1597	1
CCCC(=O)Nc1ccc(C(=O)NNC(=O)c2ccco2)cc1	1.1	-8	5	4	-7	-3	-9	-3	1458	1
Nc1nonc1C(=O)OCC(=O)c1ccc(Cl)cc1	0.9	-2	5	6	3	2	6	-9	1749	1
CCn1c(NC(=O)Nc2ccccc2OC)nc2ccccc21	0.9	-3	4	6	4	-4	5	-5	1647	1
CCOc1cc(N2CCOCC2)c(OCC)cc1NS(=O)(=O)c1ccc(Cl)s1	1	-6	-1	6	5	2	2	-10	1773	1
COc1ccc(CC(=O)Nc2ccc(OC(C)=O)cc2C(=O)O)cc1	1.1	-7	1	0	0	-2	-15	-2	1438	1
COc1ccc(CCn2c(-c3cccc([N+](=O)[O-])c3)nc3nc4ccccc4nc32)cc1OC	1	5	6	-2	7	-4	-2	-6	1715	1
Cn1c(CNC(=O)c2ccco2)nnc1SCC(=O)Nc1c(F)cc(F)cc1Br	1.2	-6	-5	-4	-6	-5	-22	-1	1632	1.1
CCCCOC(=O)c1ccc(NC(=O)c2cnc3n(c2=O)CCS3)cc1	1	-5	-3	-6	-2	2	5	-2	1347	1
COc1ccccc1Nc1nc(-c2sc(NC(=O)C(C)(C)C)nc2C)cs1	1.1	-1	23	8	5	-3	-8	-8	1746	1
Cc1nn(-c2nc3ccccc3[nH]2)c(N)c1-c1ccc(Cl)cc1	1	-2	-2	-8	-1	-2	-1	1	1546	1
O=C(CCNC(=O)c1ccco1)Nc1ccc(N2CCOCC2)cc1	1.1	5	5	-13	4	1	-8	-1	1716	1
Cc1nn2c(C(F)(F)F)cc(-c3ccc(Cl)cc3)nc2c1C(=O)N1CCOCC1	0.9	-3	0	-13	-4	0	8	17*	1403	1
c1ccc(CCc2nc(-c3ccncc3)no2)cc1	0.8	-10	-1	3	0	-5	17	0	1641	1.1
Cc1ccc(S(=O)(=O)N2CCC(C(=O)Nc3nnc(C45CC6CC(CC(C6)C4)C5)s3)CC2)cc1	1	-10	2	2	8	-4	4	-1	1740	1
CN(Cc1c(F)cccc1Cl)c1ccc(S(=O)(=O)N2CCOCC2)cn1	0.9	-6	4	2	4	-4	7	3	1802	1
Cc1ccc(-n2c([S-])c(C(=O)Nc3ccc(OC(F)F)cc3)[n+]3ccc(C(=O)NCCO)cc23)cc1C	1	-7	8	-6	13	-3	4	5	1543	1
CC(=O)Nc1nc(Cn2nnc(-c3ccc4c(c3)OCO4)n2)nc(N(C)C)n1	1	-7	1	9	0	-5	0	-9	1695	1.1
Cc1ccc2[nH]c(=O)c(CN(CCCN(C)C)C(=O)Nc3ccc(F)cc3)cc2c1	1	-7	4	12	6	-3	2	-7	1657	1
Cc1occc1C(=O)Nc1ccccc1C(=O)O	0.8	-10	-7	-1	-8	-1	21	-4	1449	1
CC1CCCCN1S(=O)(=O)c1ccc(S(=O)(=O)N(CC(=O)Nc2ccccc2)Cc2cccs2)cc1 (stereo not given)	0.7	4	0	4	-3	-3	30	-1	1575	1
Cc1occc1C(=O)Nc1ccc(Br)cc1F	0.8	-5	1	5	4	-2	16	-1	1528	1
O=C(COC(=O)/C=C/c1cn(-c2ccccc2)nc1-c1cccnc1)Nc1ccc(Cl)cc1Cl	1	-9	1	11	12	-4	-1	-15	1766	1
CCNc1nc(NC(N)=S)nc(NC(C)(C)C)n1	0.8	-2	2	6	2	-4	15	-3	1545	1
COC(=O)CSc1nnc([C@H](Cc2ccccc2)NC(=O)OC(C)(C)C)o1	0.9	-10	-6	7	1	-5	6	2	1530	1.1
Cc1ccc(NC(=O)c2ccnc(C(C)(C)C)c2)cc1	0.8	-9	-5	-7	3	-3	22	-7	1466	1
CCc1nc(N)c(C#N)c(-c2ccc(OC)c(OC)c2)c1C	1	-15	0	4	2	-4	2	-4	1550	1
CC(C)(C)n1ncc2c(=O)n(Cc3ccc(Cl)cc3Cl)cnc21	0.9	-7	-7	-2	-2	-3	9	-6	1678	1
CCOC(=O)C(Sc1ncnc2c1sc1nc(N3CCOCC3)c3c(c12)CCCC3)c1ccccc1 (stereo not given)	1	-6	11	4	6	-2	-4	1	1599	1
COCCCNS(=O)(=O)c1ccc(S(=O)(=O)N2CCCC2)cc1	0.9	-8	7	12	6	3	9	0	1581	1
COc1ccc(C=O)cc1Cn1c(=O)n(CCC(=O)NCc2ccco2)c(=O)c2sccc21	1	-19	4	2	5	-4	-3	-7	1588	1
CC(=O)Nc1ccccc1OCc1cnc(Cl)s1	0.9	-15	-4	-4	-6	-8	6	5	1525	1.1
COc1ccc(C(=O)NCc2nnc(SCC(=O)Nc3nc4ccc(C)cc4s3)o2)cc1OC	1.1	2	1	-12	-12	-2	-12	-6	1510	1
Oc1ccc(Cl)cc1/C=N/c1nccs1	1.1	-11	4	-3	5	-1	-6	-2	1495	1
CCC(OC(=O)c1cccs1)C(=O)NC1CCCCC1 (stereo not given)	0.9	-18	-7	-2	4	-8	8	-5	1316	1.1
O=C1CC(c2ccccc2)Sc2nc(-c3ccccc3)c(-c3ccccc3)n21 (stereo not given)	0.8	1	4	0	5	0	19	-6	1499	1
O=C(NCCCn1ccnc1)C(F)(F)C(F)(F)C(=O)NCCCn1ccnc1	1	3	-13	-3	-8	-2	4	0	1373	1
COc1ccc(CCNS(=O)(=O)c2ccc3c(c2)CCN3C(=O)C2CC2)cc1OC	1	-10	-3	-13	-6	-6	-5	-6	1490	1.1
CS/C(=N\S(=O)(=O)c1ccccc1)c1ccccc1	0.9	-2	1	-1	1	8	7	-1	1531	0.9
Cc1[nH]c2ccccc2c1CCNC(=O)c1c(N)no[n+]1[O-]	1	-5	0	0	-5	-3	-2	-3	1477	1
Cc1csc(SCC(=O)NC(=O)NCCC(C)C)n1	1	-1	6	9	4	-8	2	2	1643	1.1
CC(C)C(NC(=S)Nc1ccccc1)C(=O)O (stereo not given)	1.1	-14	2	-6	-7	-8	-11	0	1470	1.1
O=c1c(N2CCCCC2)coc2ccccc12	0.9	-10	1	1	-3	-1	9	-9	1466	1
COc1ccc(S(=O)(=O)NCCC(=O)NCc2ccc(F)cc2)cc1	1	-15	2	1	12	-7	1	-4	1749	1.1
COc1cc(/C=C/C(=O)N2CCN(CC(O)COc3ccccc3)CC2)cc(OC)c1OC (stereo not given)	1.1	2	6	2	0	-3	-14	1	1650	1
Brc1ccc(-c2nnc3sc(CN4CCC5(CC4)OCCO5)cn23)cc1	1	-8	4	16	6	-2	4	4	1584	1
C/C(=N\N(C)C)C1=C(O)c2ccccc2C1=O	0.9	0	-2	0	1	-5	6	-2	1614	1
CN(C(=O)COc1cc(=O)n(C)c2ccccc12)c1ccc(Br)cc1	1	-7	3	-3	-1	-2	-4	-1	1309	1
c1ccc(C(c2nnnn2C2CCCC2)N2CCCCCC2)nc1 (stereo not given)	1	-13	-4	5	-2	-5	-2	-6	1596	1.1
CC(=O)N1C(=O)CC(C)N(C(C)=O)c2ccc([N+](=O)[O-])cc21 (stereo not given)	0.8	-6	-1	6	10	-2	16	-3	1509	1
CCN(CC)S(=O)(=O)c1cccc(-c2nnc(SCC(=O)NC)n2CCc2ccccc2)c1	1	-3	-2	6	8	-8	5	-5	1680	1.1
S=C(NCCc1ccccc1)NCC(c1ccco1)N1CCCCC1 (stereo not given)	0.7	-9	0	-4	3	2	25	0	1654	1

Entries above marked active in HMGR II inh.
canonical_smiles | bIAP act | TNAP inh no acc | PPARg SRC-2 ag | PPARg SRC1 recr | TNAP inh hi DEA | bIAP inh | HMGR II inh | TNAP act hi DEA
Cc1nn2c(C(F)(F)F)cc(-c3ccc(Cl)cc3)nc2c1C(=O)N1CCOCC1 | 0.9 | -3 | -13 | -4 | 0 | 8 | 17* | 1

Copied from the list:
PPARg SRC-2 ag result of Cc1occc1C(=O)Nc1ccccc1C(=O)O is entered as -1
TNAP inh no acc result of COc1ccc(S(=O)(=O)NCCC(=O)NCc2ccc(F)cc2)cc1 is entered as -15

Next section.
SMILES	bIAP act	TNAP inh no acc	PPARg SRC-3 ag	PPARg SRC-2 ag	PPARg SRC1 recr	TNAP inh hi DEA	bIAP inh	HMGR II inh	SRC2 TRFRET art	TNAP act hi DEA
O=C(NCCCN1CCOCC1)c1cc(C(=O)C2CC2)c[nH]1	1	-6	11	-3	0	-4	2	0	1472	1
N#CCSc1ncnc2sc3c(c12)CCC3	1	-17	3	6	-9	-8	3	-4	1536	1.1
COC(=O)c1cc2sccc2n1CC(=O)Nc1cccc(SC)c1	0.9	-12	0	7	5	-4	10	-1	1658	1
COc1ccc(-c2c[n+]3c(n2-c2ccccc2)CCCCC3)cc1	0.8	-4	-1	-6	-7	-2	21	-7	1616	1
O=C(Cn1c(CN2CCCCC2)nc2ccccc2c1=O)Nc1ccccc1	0.9	-8	1	9	4	-4	8	2	1788	1
O=C(CN1CCN(c2ccc(O)cc2)CC1)Nc1ccc(SC(F)F)cc1	0.4	-10	2	1	-2	0	nt	0	1554	1
CCOC(=O)CCc1c(C)nc2cc(-c3ccccc3OC)[nH]n2c1=O	0.9	14	6	1	8	-5	12	-2	1709	1.1
Cc1nc2ccccc2n1CCc1nc2c3ccccc3nc(=S)n2[nH]1	1	-3	2	-2	4	-2	0	0	1450	1
O=C(C1CCN(S(=O)(=O)c2cnc[nH]2)CC1)N1CCn2c1nc1ccccc12	1.2	5	16	6	2	-5	-16	-3	1612	1
